# Source: PubChem BioAssay
# PTHR1 agonist – qHTS for PTHR1 Agonists: Primary Screen; Parathyroid hormone/parathyroid hormone-related peptide receptor (Homo sapiens), Q03431; HEK293 GP2 PTHR1 cells, GloSensor cAMP luminescence, 1 h; Potency, µM (doses to about 115 µM), without a hit: at the highest dose activation, most hits filed as activators; actives 0.075% (n = 410,000); AID 743266, 2014; note: potency is the fitted concentration of half-maximal effect; nearly all actives have a fitted effect of over 55% in size; some results filed as inactive show a strong effect at the top dose; inactives centre near -15; many of its hits are not listed in these tables
#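 HEK-293-derived GP2 cells expressing PTHR1 and a GloSensor cAMP reporter, 3,000/well, plated overnight, given luciferin plus IBMX (each 0.5 mM as added) for 1 h at 37 °C, then compound for 1 h at 37 °C. Luminescence was read after 15 min at room temperature.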
# Akt phos inh – HTS Assay for Inhibitors of Akt Phophorylation: Primary Screen. activity change, % for hits at 50 µM. actives 0.32% (n = 360,000). Neuro2A IGF-stimulated pAkt S473 HTRF, 20 min; stronger effect = lower value; in the data active = activity change below about -80%; inconclusive = mostly about -51% to -80%; note: % is set by controls: 0 for no effect and ±100 for the full control effect
#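 Neuro2A cells (4,500/well, DMEM with 0.5% FBS) were treated with compound at a single 50 µM final concentration, stimulated with 6 nM IGF for 20 min at 37 °C, and lysed. Phospho-Akt Ser473 was read by HTRF as 665/615 ratio ×10^4.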
# TDP43 rescue – qHTS of TDP-43 Inhibitors; TDP-43 expressing yeast growth rescue, BacTiter-Glo, 24 h; Potency, µM (top dose mostly 46.1 µM), without a hit: at the highest dose growth rescue (activation), actives largely listed as activators; actives 1.8% (n = 410,000); AID 652104, 2013; note: potency is the fitted concentration of half-maximal effect; % of control where 0% means no effect; nearly all actives have a fitted effect of over 50% in size
#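 Cell-based yeast growth screen: TDP-43 expression induced in galactose, inoculum OD600=0.02 after raffinose pregrowth to mid-log. Read-out BacTiter-Glo luminescence at 24 hr, 30 deg C; inhibition of toxicity seen as signal increase.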
# GLP1R ag – qHTS of GLP-1 Receptor Agonists. Potency, µM (titrated, usually from 45.6 µM), inactives show at the highest dose activation, hits mostly activators. AID 624172, 2012. HEK293 GLP-1R CRE-luciferase, luminescence, 4-6 h; cells express a hypersensitive GLP-1R form. Glucagon-like peptide 1 receptor (Homo sapiens), P43220. actives 0.007% (n = 380,000); note: potency is the fitted concentration of half-maximal effect; % of control where 0% means no effect
# Target sequence (P43220 whole entry, looked up): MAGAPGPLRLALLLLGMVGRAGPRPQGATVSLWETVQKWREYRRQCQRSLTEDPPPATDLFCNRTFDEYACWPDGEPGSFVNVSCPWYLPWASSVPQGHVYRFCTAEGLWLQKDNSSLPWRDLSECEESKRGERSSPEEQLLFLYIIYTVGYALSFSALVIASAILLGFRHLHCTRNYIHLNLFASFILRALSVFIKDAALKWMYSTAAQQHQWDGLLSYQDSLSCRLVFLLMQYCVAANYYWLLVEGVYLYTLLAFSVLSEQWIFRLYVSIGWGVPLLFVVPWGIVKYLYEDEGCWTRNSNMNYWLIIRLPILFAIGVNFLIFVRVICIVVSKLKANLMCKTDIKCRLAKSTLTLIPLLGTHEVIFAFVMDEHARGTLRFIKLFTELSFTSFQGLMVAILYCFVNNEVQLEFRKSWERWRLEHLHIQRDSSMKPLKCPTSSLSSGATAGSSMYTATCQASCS
# FUS yeast rescue – qHTS for Suppressors of FUS Proteinopathy: Primary screen using FUS-linked yeast assay. S. cerevisiae FUS-expressing, growth rescue, OD600, 24 h. actives 0.24% (n = 390,000). Potency, µM (highest dose often 76.6 µM), without a hit: at the top dose growth rescue (activation), actives largely listed as activators;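 note: potency is the fitted concentration of half-maximal effect; plate controls were DMSO vehicle for no effect and reference control for full effect; nearly all actives have a fitted effect of over 55% in size; some results filed as inactive show a strong effect at the top dose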
#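 Read-out: OD at 600 nm after 24hr at 30C, reporting rescue of FUS-induced yeast toxicity. Cells at OD 0.005 in galactose (2%) minimal medium; compounds tested in a dilution series; CP55940 titration from 92uM final as control.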
# GLP-1R inv ag – qHTS of GLP-1 Receptor Inverse Agonists (Inhibition Mode); Glucagon-like peptide 1 receptor (Homo sapiens), P43220; HEK293 GLP-1R CRE-luciferase, luminescence, 24 h; GLP-1R form is constitutively active; Potency, µM (top dose mostly 38.3 µM), for inactives: top-dose activity change, negative = inhibition, most hits filed as inhibitors; actives 1.6% (n = 410,000); AID 624417, 2012; note: potency is the fitted concentration of half-maximal effect; % is set by controls: 0 for no effect and ±100 for the full control effect; nearly all actives have a fitted effect of over 55% in size
#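 Inverse agonism was detected as reduced cAMP-driven luciferase luminescence after 24 h compound treatment. The cells were HEK293 clones expressing constitutively active human GLP-1R with the reporter. Reporter-only and GPR119 cell lines served as counterscreen controls.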
# D3 antag – qHTS of D3 Dopamine Receptor Antagonist: qHTS | D(3) dopamine receptor (Homo sapiens), P35462 | D3R cells, DiscoveRx beta-arrestin luminescence, antagonist mode; stronger effect = lower value | max response, negative = inhibition, % | actives 2.5% (n = 360,000) | AID 652054, 2013; in the data active = max response below about -50%; inconclusive = no clear call, values can overlap the other calls; note: % is set by controls: 0 for no effect and ±100 for the full control effect; mostly tested at two doses, the higher about 12 µM
# Target sequence (P35462 whole entry, looked up): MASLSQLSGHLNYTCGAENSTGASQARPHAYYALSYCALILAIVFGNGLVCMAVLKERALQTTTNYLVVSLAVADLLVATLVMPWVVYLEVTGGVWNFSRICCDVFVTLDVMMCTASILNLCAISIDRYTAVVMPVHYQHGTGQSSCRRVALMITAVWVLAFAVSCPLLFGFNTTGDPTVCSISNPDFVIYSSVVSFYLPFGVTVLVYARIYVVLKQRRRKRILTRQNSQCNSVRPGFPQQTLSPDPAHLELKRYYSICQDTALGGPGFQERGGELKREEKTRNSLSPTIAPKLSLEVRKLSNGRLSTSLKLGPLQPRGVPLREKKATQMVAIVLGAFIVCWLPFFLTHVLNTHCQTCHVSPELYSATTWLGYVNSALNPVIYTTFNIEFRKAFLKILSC
#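 Cells plated overnight at 1500 cells/well, then exposed to library compounds with dopamine controls for 90 minutes at 37 degrees C. DiscoveRx reagent added for 30–60 minutes at room temperature; luminescence read, quantitative HTS format.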
# aSyn rescue – qHTS of alpha-syn Inhibitors; Yeast expressing alpha-synuclein, growth rescue, BacTiter-Glo, 24 h; actives 0.14% (n = 370,000); AID 652106, 2013; Potency, µM (titrated, usually from 46.1 µM), for inactives: at the top dose growth rescue (activation), hits mostly activators; note: potency is the fitted concentration of half-maximal effect; % of control where 0% means no effect; nearly all actives have a fitted effect of over 65% in size
#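 Readout is rescue of growth in alpha-synuclein-expressing yeast, so inhibitors of toxicity appear as activators. Growth after 24 hr at 30 deg C in galactose medium is quantified by luminescence.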
# Abeta yeast res – qHTS for compounds that reverse cellular toxicity of Amyloid beta (A-beta) peptide in yeast: Primary Screen; actives 0.063% (n = 410,000); Potency, µM (series often up to 46.1 µM), for inactives: at the top dose growth rescue, most hits filed as activators; yeast expressing A-beta42, growth rescue, OD600, 48 h; response scale: 0% DMSO, 100% iron-clioquinol control; AID 1347071, 2019; note: potency is the fitted concentration of half-maximal effect; nearly all actives have a fitted effect of over 55% in size
#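 Yeast growth medium received pinned compounds, then yeast cells expressing toxic A-beta were added; plates incubated at 30 C for 48 hr. Growth read as absorbance at 600 nm, normalized to DMSO and equimolar FeCl3 plus clioquinol controls.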
# Starred values were filed as active, the others as inactive; i = inactive; ? = inconclusive; . = no result given; [ ] = dose if it differs, or a comment. Unless noted, calls come from the whole dose curve; as a rule, active = well fitted curve in the direction sought with a large enough effect; inconclusive = small, poorly fitted or top-dose-only effect, or another doubt; inactive = no such curve, though single readings can be large; an effect the other way counts as inactive or inconclusive. A portion of the library, so the mix of outcomes need not match the whole.
smiles	PTHR1 agonist	Akt phos inh	TDP43 rescue	GLP1R ag	FUS yeast rescue	GLP-1R inv ag	D3 antag	aSyn rescue	Abeta yeast res
COc1ccc(C2(C)NC(=O)N(CC(=O)Nc3ccc4c(c3)OCO4)C2=O)cc1OC (stereo not given)	-4%[57.5 µM]	i	-14%	29%	39%	51%[activator]	2	-14%	-8%
N[C@@H](Cc1ccc(O)cc1)c1nnc([C@H](CC(=O)O)NC(=O)C2CCNCC2)o1	2%	i	-13%	-4%	-8%	10%	-25	-1%	0%
Cc1ccccc1-n1c(C)nnc1SCC(=O)NC1CCCc2ccccc21 (stereo not given)	i	i	11%	5%	.	-8%	-10	-1%	12%
O=C(CS(=O)(=O)c1ccccc1)Nc1nc2ccccc2s1	-91%[inhibitor]	i	-4%	-1%	6%	14%	6	-2%	-13%
CC(=O)c1ccc(NC(=O)C2=CC(c3ccco3)=NS(=O)(=O)N2C)cc1	-22%	i	0%	-1%	40%	5%	-1	1%	-4%
N#CC1=C(SCC(N)=O)NC2=C(C(=O)c3ccccc32)C1c1ccc(Cl)cc1 (stereo not given)	-7%[57.5 µM]	i	-3%	7%	?	0%	0	-7%	6%
CC1CC1C(=O)OCC(=O)NCc1ccccc1 (stereo not given)	i	i	13%	-4%	4%	31%[activator]	10	-2%	11%
CN(Cc1ccc(C(C)(C)C)cc1)C(=O)Cc1ccc(S(=O)(=O)N2CCOCC2)s1	-33%[inhibitor]	i	5%	8%	40%	-28%	-21	4%	0%
O=C(NCc1cccnc1)/C(=C/c1ccc(-c2cccc(C(F)(F)F)c2)o1)NC(=O)c1ccccc1	-62%[inhibitor]	i	5%	-2%	.	?	13	0%	-13%
O=C(Nc1ccc(Cl)c(Cl)c1)OCCNC(=O)c1ccncc1	-30%	i	-8%	1%	11%	?	13	8%	-17%
CCc1ccccc1N(C)C(=O)CCc1nc(-c2ccc(C)cc2)no1	-24%	i	23%	3%	40%	?	34	8%	6%
CCOC(=O)N1CCc2c(sc(NCc3ccc(OC)c(OC)c3OC)c2C(=O)Nc2ccc(OC)cc2OC)C1	-13%	.	14%	.	?	-7%	.	.	-3%
Cc1cc(C)n2ncc(C(=O)NCc3ccccc3)c2n1	i	i	3%	?	6%	88%[activator]	-16	7%	13%
Cc1ccc(-n2c(SCC(N)=O)nnc2-c2cccnc2)c(C)c1	i	i	5%	-4%	12%	0%	?	-4%	-3%
COc1ccccc1O	-12%	i	12%	-7%	-28%	2%	-14	0%	-6%
Cn1c(O)c(N=NC(=O)CNC(=O)c2ccco2)c2ccccc21	-21%	i	7%	-2%	-26%	12%	-3	-2%	-6%
CCc1ccc(S(=O)(=O)c2nnn3c2nc(N2CCCC(C)C2)c2cc(Cl)ccc23)cc1 (stereo not given)	-43%[inhibitor]	.	1%	.	15%	12%	.	.	-6%
COc1ccccc1C(=O)CC1(O)C(=O)N(CC(N)=O)c2ccccc21 (stereo not given)	-8%	.	14%	.	-13%	1%	.	.	3%
Cc1cccc(C(=O)NNC(=O)c2cccc([N+](=O)[O-])c2)c1	i	i	-1%[9.22 µM]	1%	15%	-2%[7.66 µM]	3	-1%	0%
Cc1cc(C)cc(NC(=O)c2sc3nc(-c4ccccc4)cn3c2C)c1	-18%	.	-8%	.	40%	?	.	.	-17%
O=C(NCc1ccc(Cl)cc1)C(=O)NCC(c1cccnc1)N1CCN(c2ccccc2)CC1 (stereo not given)	-24%	.	5%	.	-6%	0%	.	.	11%
Cc1c(NC(=O)CSc2nnc(-c3cccc(Cl)c3)o2)c(=O)n(-c2ccccc2)n1C	i	i	14%	-3%	-4%	5%	-72*	6%	5%
COc1ccc(Br)cc1CNC(=O)C1CCN(c2nnc(-n3cccc3CNc3ccc(C)cc3)s2)CC1	i	.	23%	.	?	?	.	.	-9%
CCOC(=O)N1CCN(C(=O)C2CCN(Cc3ccc(OC)cc3OC)CC2)CC1	i	i	5%	5%	-7%	0%	0	-5%	13%
CCc1ccc(N(CC(=O)O)S(=O)(=O)c2c(C)noc2C)cc1	i	i	15%	-1%	-12%	-1%	9	10%	7%
CCN(c1cccc(C)c1)S(=O)(=O)c1nnc(NC(=O)c2cccs2)s1	-36%[inhibitor]	.	18%	.	2%	?	.	.	-16%
COc1ccc(CCCc2nnc(SCc3nc4ccccc4c(=O)[nH]3)n2C)cc1	i	i	-18%	3%	17%	-21%	6	1%	-1%
CCc1ccc(-c2cc(C(=O)NN3CCOCC3)c3ccccc3n2)cc1	6%[57.5 µM]	i	6%	9%	4%	0%	0	6%	2%
Cc1ccc2[nH]c(C(=O)O)c(NC(=O)CN3CCN(c4cccc(C)c4C)CC3)c2c1	-40%[inhibitor]	i	-11%	5%	?	10µM*	?	-1%	2%
CC(C)(C)S(=O)N1Cc2cc(=O)n(Cc3ccccc3)c(CCO)c2[C@H]1CCO (stereo not given in full)	16%	i	-29%	-1%	-12%	5%	-4	-1%	0%
CC(C)N1CCc2c(sc(NC(=O)Cc3ccccc3)c2C(N)=O)C1	i	i	24%	8%	-26%	15%	?	1%	5%
Cc1cccc(OCC(=O)N2CCc3ccccc3C2)c1	-11%	i	29%	6%	2%	-27%	-21	3%	14%
O=C(N/N=C/c1cccnc1)c1ccc(NC(=O)c2ccccc2Cl)cc1	i	i	11%	8%	16%	-10%	1	0%	-6%
COC(=O)[C@H](C)NC(=O)NCc1ccc(S(N)(=O)=O)cc1	i	i	3%	8%	-18%	21%	-17	6%	2%
CNc1ncc(C(=O)c2ccccc2)s1	-22%[57.5 µM]	i	22%	-7%	6%	0%	20	-4%	1%
CCOC(=O)Nc1nnc(-c2ccccc2OC)s1	-14%[57.5 µM]	i	-18%	1%	3%	41%[activator]	3	-13%	11%
O=C(Nc1ccc2c(c1)OCCO2)N1CCN(c2ccc(F)cc2)CC1	10%[57.5 µM]	i	0%	-3%	11%	0%	-8	-5%	5%
O=C(NCCC1=CCCCC1)c1ccc([N+](=O)[O-])cc1	-25%	i	-22%	-1%	.	?	7	1%	3%
CN(c1ccccc1)S(=O)(=O)c1cccc(NC(=O)CSc2nccc(=O)[nH]2)c1	i	i	9%	-1%	.	5%	2	-3%	-5%
O=C(Nc1ccc2c(c1)OCO2)c1cncc(Br)c1	i	i	-5%	1%	15%	0%	8	1%	4%
COc1ccc(S(=O)(=O)N2CCCOC2CNC(=O)C(=O)NCCCN2CCOCC2)cc1 (stereo not given)	0%	i	-11%	0%	.	12%	0	-1%	-3%
CCCC(=O)Nc1ccc(C2C(=O)c3ccccc3C2=O)cc1	-24%	i	-61%[inhibitor]	-1%	41%	16%	?	-40%[inhibitor]	-36%[inhibitor]
CCOc1ccc(N2C(=O)/C(=C/c3ccccc3)N=C2SC)cc1	i	i	6%	10%	-11%	5%	27	-3%	.
COc1cc(NC(=O)Cn2cnc3sc(C)c(S(=O)(=O)N4CCOCC4)c3c2=O)cc(OC)c1OC	i	i	-22%	4%	19%	13%	-3	-3%	-9%
CCOC(=O)N1CCC(NC(=O)CN(c2ccc(C(C)C)cc2)S(=O)(=O)c2c(C)nn(C)c2C)CC1	i	i	8%	-1%	29%	16%	4	0%	0%
CC(=O)N1c2ccc(S(=O)(=O)N3CCC(C(=O)NC4CCCCC4)CC3)cc2CC1C (stereo not given)	-1%	i	-11%	-1%	-6%	23%	0	-12%	-1%
CCc1c(C(=O)N/N=C/c2ccco2)nnn1-c1nonc1N	i	i	12%	7%	6%	12%	-23	0%	0%
CC(=O)c1c(C)[nH]c(C(=O)NCc2ccc(C)cc2)c1C	-2%[57.5 µM]	i	16%	1%	14%	6%	-7	2%	22%
COc1ccc(-c2noc(CCC(=O)N3CCN(c4ccccc4Br)CC3)n2)cc1	-60%[inhibitor]	i	?	6%	38%	?	-17	3%	7%
CCCCc1nc2sc3c(=O)[nH]cnc3c2c2c1CCCC2	i	i	-6%	0%	2%	14%	21	-4%	-40%[inhibitor]
COc1ccccc1NC(=O)c1ccccc1Nc1ccccc1	i	i	0%	10%	13%	?	14	-8%	5%
COc1cccc(NS(=O)(=O)c2cc3c(cc2C)N(C(C)=O)CCO3)c1	-12%	i	-11%	-1%	-9%	11%	0	0%	-12%
OCCc1c[nH]c2ccc(C(F)(F)F)cc12	i	i	0%	10%	-22%	9%	-20	2%	-4%
N/C(=N\OC(=O)N1CCOCC1)c1ccc(Br)cc1	i	i	14%	10%	-32%	?	-3	-18%	-34%
COC(=O)c1ccc(S(=O)(=O)N2CCCN(Cc3ccccc3)CC2)n1C	-15%	i	2%	1%	-12%	-24%	2	-1%	-11%
COc1ccc(/C(O)=C2/C(=O)C(=O)N(Cc3cccnc3)C2c2ccccn2)cc1 (stereo not given)	i	i	-23%	-1%	7%	28%	-19	-6%	-10%
